AMA1 RON2 block: qHTS for Inhibitors of AMA1-RON; Towards Development of Antimalarial Drug Lead: Primary Screen; Plasmodium falciparum AMA1 (3D7) - RON2 peptide interaction; AlphaScreen AMA1-biotinylated RON2 peptide binding; Potency, µM (titrated, usually from 58.2 µM), inactives show top-dose activity change, negative = inhibition, most hits filed as inhibitors; actives 0.2% (n = 360,000); AID 720542, 2013;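 also: potency is read from the fitted curve at half-maximal effect; 0% = vehicle wells and -100% = peptide control; nearly all actives have a fitted effect of over 45% in size; some results filed as inactive show a strong effect at the top dose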
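AMA1 (3D7) with his tag at 25 nM final met compounds first, then biotinylated RON2 peptide at 25 nM; detection used donor plus acceptor beads, 10 µg/mL apiece, read by AlphaScreen after 30 min at room temperature.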
AmpC inh no detg: qHTS Inhibitors of AmpC Beta-Lactamase (assay without detergent) | P00811 | AmpC nitrocefin hydrolysis, absorbance 480 nm, 0.0001% Triton | Potency, µM (series often up to 57.1 µM), inactives show at the highest dose activity change, negative = inhibition, most hits filed as inhibitors | actives 0.52% (n = 330,000) | AID 485341, 2010;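 also: potency is read from the fitted curve at half-maximal effect; plate controls were no compound for no effect and no enzyme for full effect; nearly all actives have a fitted effect of over 20% in size; some results filed as inactive show a strong effect at the top dose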
Target sequence (P00811 whole entry, looked up): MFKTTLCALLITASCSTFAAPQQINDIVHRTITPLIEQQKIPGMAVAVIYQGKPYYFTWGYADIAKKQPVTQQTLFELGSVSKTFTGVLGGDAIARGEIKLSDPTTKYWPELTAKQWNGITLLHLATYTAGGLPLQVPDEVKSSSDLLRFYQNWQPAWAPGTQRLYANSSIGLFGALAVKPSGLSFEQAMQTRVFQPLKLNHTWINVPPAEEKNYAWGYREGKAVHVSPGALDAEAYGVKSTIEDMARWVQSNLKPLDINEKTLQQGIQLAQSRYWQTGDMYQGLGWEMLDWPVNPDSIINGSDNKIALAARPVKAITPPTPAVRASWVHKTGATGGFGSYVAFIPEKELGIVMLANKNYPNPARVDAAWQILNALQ
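20 mM phosphate pH 7.0 + 0.01% (detergent screen) or 0.0001% Triton X-100; 5.3 nM AmpC reagent; cpd preinc 15 min RT; nitrocefin (800 uM stock) to start; A480 q20 s × 4 min; Activity was normalised to no-enzyme and no-compound control wells.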
Sm TGR block: qHTS Assay for the Inhibitors of Schistosoma Mansoni Peroxiredoxins. Schistosoma mansoni thioredoxin glutathione reductase (TGR), Q962Y6. purified TGR, DTNB reduction, TNB absorbance 405 nm. Potency, µM (top dose mostly 114 µM), for inactives: at the highest dose activity change, negative = inhibition, actives largely listed as inhibitors. actives 3% (n = 360,000). AID 485364, 2010; also: potency is read from the fitted curve at half-maximal effect; nearly all actives have a fitted effect of over 60% in size
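Kinetic colorimetric format: TGR-catalysed, NADPH-driven DTNB reduction monitored via TNB absorbance. Enzyme dispensed at 20 nM; compound exposure 15 min at room temperature before reaction start.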
HCMV antiviral: qHTS Assay for inhibitors of the human cytomegalovirus (HCMV). activity change, negative = inhibition, % at 57.5 µM. actives 4.5% (n = 410,000). AID 1259415, 2018. HFF cells, HCMV-luciferase reporter, 72 h; active compounds read low; in the data active = activity change below about -60%; inconclusive = no clear call, values can overlap the other calls; inactive = above about -39%
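Cell-based, HFFs, 1000 cells/well, 16 h 37C; cpds in DMSO + HCMV-luc, MOI 1 PFU/cell; 72 h 37C; OneGlo luminescence after 5 min RT; norm. to buffer vs Salinomycin 10uM.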
AmpC inh detg: qHTS Inhibitors of AmpC Beta-Lactamase (assay with detergent) | P00811 | AmpC hydrolysis of nitrocefin, absorbance 480 nm, 0.01% Triton | Potency, µM (top dose mostly 114 µM), for inactives: top-dose activity change, negative = inhibition, usual class: inhibitors | actives 0.041% (n = 370,000) | AID 485294, 2010;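 also: potency is read from the fitted curve at half-maximal effect; 0% = no-compound wells and -100% = no-enzyme wells; nearly all actives have a fitted effect of over 25% in size; some results filed as inactive show a strong effect at the top dose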
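20 mM phosphate pH 7.0 + 0.01% (detergent screen) or 0.0001% Triton X-100; 5.3 nM AmpC reagent; cpd preinc 15 min RT; nitrocefin (800 uM stock) to start; A480 q20 s × 4 min; Activity was normalised to no-enzyme and no-compound control wells.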
TbPYK inhibitor: qHTS of Trypanosoma Brucei Inhibitors | TbPYK enzyme, Kinase-Glo Plus ATP luminescence, 45 min | Potency, µM (top dose mostly 76.8 µM), without a hit: at the highest dose activity, negative = inhibition, hits mostly inhibitors | actives 0.12% (n = 410,000) | AID 624173, 2012; also: potency is read from the fitted curve at half-maximal effect; nearly all actives have a fitted effect of over 50% in size
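Quantitative HTS: titrated library compounds versus trypanosomal pyruvate kinase in TEA buffer (pH 7.2) containing KCl, MgCl2, BSA and Tween-20. Reactions were initiated with ADP, 130 uM final. Kinase-Glo Plus luminescence was read after 45 min at RT.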
LmPK inh: qHTS Assay for Inhibitors of Leishmania Mexicana Pyruvate Kinase (LmPK) | Potency, µM (doses to about 57.5 µM), for inactives: top-dose activity change, negative = inhibition, hits mostly inhibitors | Q27686 | actives 0.37% (n = 290,000) | purified LmPK, Kinase-Glo ATP luminescence, 1 h; also: potency is read from the fitted curve at half-maximal effect
Target sequence (Q27686 whole entry, looked up): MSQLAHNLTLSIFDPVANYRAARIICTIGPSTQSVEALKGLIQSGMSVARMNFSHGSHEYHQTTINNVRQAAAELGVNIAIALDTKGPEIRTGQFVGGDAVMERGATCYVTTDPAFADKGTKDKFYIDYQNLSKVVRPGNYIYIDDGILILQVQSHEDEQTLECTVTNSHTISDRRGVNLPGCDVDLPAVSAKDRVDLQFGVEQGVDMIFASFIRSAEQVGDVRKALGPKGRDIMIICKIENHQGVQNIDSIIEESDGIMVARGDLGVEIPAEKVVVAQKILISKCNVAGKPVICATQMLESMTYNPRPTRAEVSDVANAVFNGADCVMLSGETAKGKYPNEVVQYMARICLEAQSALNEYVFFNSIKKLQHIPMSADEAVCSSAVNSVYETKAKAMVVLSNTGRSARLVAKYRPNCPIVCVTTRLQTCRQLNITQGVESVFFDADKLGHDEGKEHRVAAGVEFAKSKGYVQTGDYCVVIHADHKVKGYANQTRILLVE
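Kinase-Glo luminescence read after 1 h RT reaction of 0.1 nM LmPK with 0.5 mM PEP and 0.1 mM ADP. Activity scaled between uninhibited and enzyme-free controls.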
Active calls of the source: *; ? = inconclusive; / = not tested or not shown; [ ] = dose if it differs, or a comment. Unless noted, calls follow the shape of the dose curve; as a rule, active = well fitted curve in the direction sought with a large enough effect; inconclusive = small, poorly fitted or top-dose-only effect, or another doubt; inactive = no such curve, though single readings can be large; an effect the other way counts as inactive or inconclusive. Unless noted, % is scaled to controls: 0 for no effect and ±100 for the full control effect.

Every second line gives: AMA1 RON2 block, AmpC inh no detg, Sm TGR block, HCMV antiviral, AmpC inh detg, TbPYK inhibitor, LmPK inh
> CN(C)C1=NC[C@H](Cc2ccccc2)N1CC1CCC(C(C)(C)C)CC1 (some centres undefined)
    11%, 12%, 4%, /, ?, 2%, -13%
> COc1cc(C)c(NC(=O)C(=S)N2CCCC2)cc1C
    3%, -12%, 0%, 32, -9%, -15%, 3%
> CCC(=O)c1ccc(OC)c(OC)c1O
    9%, -9%, 0%, 17, 6%, -3%, 0%
> CC(=O)N(C(C)=O)c1ccc2c(c1)OCCO2
    -4%, /, /, -23, /, 0%, /
> O=C(Nc1cc(S(=O)(=O)N2CCOCC2)ccc1N1CCCC1)c1cnccn1
    23%, -18%, 0%, 14, -9%, -6%, 6%
> CCCCNC(=O)CCn1c(=O)c2ccccc2n(Cc2ccc(F)cc2)c1=O
    -13%, -5%, 4%, -13, 0%, 5%, 0%
> Cc1ccc(NC(=O)CN2C(=S)NC(C)(C)CC2C)cc1Cl (centres undefined)
    17%, -10%, 4%, ?, 3%, -19%, 4%
> Cc1ccc(N2CC(C(=O)Nc3nnc(SCc4ccccn4)s3)CC2=O)cc1 (centres undefined)
    2%, 15%, -29%, 7, 5%, -9%, 3%
> CC1Cc2ccccc2N1C(=O)CN1C(=O)NC(C)(CCc2ccccc2)C1=O (centres undefined)
    -5%, 54%, -22%, 19, 4%, -8%, 4%
> CCC(C)[C@H](NC(=O)Nc1ccc(Oc2ccccc2)cc1)C(=O)O (some centres undefined)
    0%, -14%, 10%, 16, -2%, -4%, 1%
> CCN(CC)CCN1C(=O)c2oc3ccc(F)cc3c(=O)c2C1c1ccncc1 (centres undefined)
    9%, -10%, 19%, 6, -5%, -2%, 2%
> Cc1ccc(NS(=O)(=O)c2ccc3c(c2)NC(=O)CO3)c(C)c1
    -6%, -16%, 12%, ?, 1%, -13%, -5%
> Clc1ccc(-c2noc(COc3ccccc3)n2)cc1
    12%, -9%, -27%, -27, -21%, 8%, -3%
> COc1ccc(CCNC(=O)C2C3CCC(C3)C2C(=O)O)cc1OC (centres undefined)
    8%, -8%, 19%, 1, 3%, -11%, 2%
> COc1ccc(C2CC(=O)N(CC(=O)Nc3ccc(C)c(Cl)c3)c3ccccc3S2)cc1OC (centres undefined)
    /, /, 5%, 6, 1%, -10%, /
> CN(CCOc1ccc(Cl)cc1)C(=O)Cc1ccc(S(=O)(=O)N2CCOCC2)s1
    ?, 210%[activator], -2%, -23, 1%, -2%, /
> CCN(CC)CCN(C(=O)Cn1nnc(-c2ccc(C)o2)n1)C(C(=O)NC1CCCC1)c1ccc(F)cc1 (centres undefined)
    5%, 55%, -3%, 7, -8%, -6%, 1%
> COc1cc2c(cc1OC)CN(S(=O)(=O)c1ccc(Cl)nc1)CC2
    -3%, 3%, 1%, -9, 6%, 9%, /
> CCOC(=O)C1CCCN(C(=O)C2CCCN(S(=O)(=O)c3ccc4c(c3)oc(=O)n4C)C2)C1 (centres undefined)
    0%, 42%, -8%, -31, -14%, -1%, 3%
> CC(=O)c1cccc(NC(=O)CSc2nnc3ccc(-c4ccc(C)cc4)nn23)c1
    /, /, -2%, 49, 3%, 4%, /

Structural class: the entries above with an aryl thioether with sulfur outside any ring (two)
Every second line gives: AMA1 RON2 block, AmpC inh no detg, Sm TGR block, HCMV antiviral, AmpC inh detg, TbPYK inhibitor, LmPK inh
> Cc1ccc(N2CC(C(=O)Nc3nnc(SCc4ccccn4)s3)CC2=O)cc1 (centres undefined)
    2%, 15%, -29%, 7, 5%, -9%, 3%
> CC(=O)c1cccc(NC(=O)CSc2nnc3ccc(-c4ccc(C)cc4)nn23)c1
    /, /, -2%, 49, 3%, 4%, /

(further entries)
Every second line gives: AMA1 RON2 block, AmpC inh no detg, Sm TGR block, HCMV antiviral, AmpC inh detg, TbPYK inhibitor, LmPK inh
> COc1cccc(OC)c1C(=O)NCCN1CCN(C(=O)c2c(OC)cccc2OC)CC1
    2%, 6%, -22%, -6, ?, 3%, 1%
> N#CCCN(C(=O)COC(=O)c1cccc(S(=O)(=O)N2CCCCCC2)c1)c1ccc(F)cc1
    1%[11.6 µM], /, /, -22, /, 4%, /
> CCn1cnc2c(oc3ccccc32)c1=O
    17%, 17%, -1%, 52, -7%, 3%, 1%
> CCN(C(=O)COC(=O)CSc1ccc(F)cc1)c1c(N)n(Cc2ccccc2)c(=O)[nH]c1=O
    0%, 5%, -13%, 0, -3%, -13%, /
> O=C(CSc1nnc(CNc2ccccc2)o1)N1CCCc2ccccc21
    9%, 5%, 2%, -29, 4%, -7%, 0%
> COc1ccc(C)cc1NC(=O)CSc1nc(=O)[nH]c2c1CCCC2
    /, /, 2%, -2, 10%, 0%, /
> COc1cc2c(c(OC)c1O)C(=O)CO2
    -1%, 34%, -9%, 10, 0%, 3%, 5%
> COc1cc(C(=O)NNC(=O)COc2ccccc2Cl)ccc1OCC(=O)N1CCOCC1
    83%[activator], -15%, 3%, -16, 3%, 0%, /
> COCCn1nnnc1C(c1cccc(C(F)(F)F)c1)N1CCOCC1 (centres undefined)
    -7%, 14%, -1%, -3, -2%, -1%, 2%
> CC(=O)Nc1ccc(NC(=O)[C@@H]2CCCN2S(=O)(=O)c2ccc3c(c2)OCCO3)cc1
    7%, -16%, -1%, 67, -6%, 5%, 1%
> CN(c1ccccc1)S(=O)(=O)c1ccc(C(=O)Nc2ccncc2)cc1
    -4%, -9%, -5%, ?, -9%, -4%, /
> CCOC(=O)c1ccccc1NC(=S)N1CCC(N2CCCCC2)CC1
    -14%, -16%, 4%, -3, -10%, 3%, -3%
> CCn1cc(C(=O)NCCc2ccc(Cl)cc2)c(=O)c2cc(S(=O)(=O)N(C)C3CCCCC3)ccc21
    /, /, -14%, 18, -3%, 1%, /
> CCCCC(CC)C(=O)NCc1ccc(F)cc1 (centres undefined)
    21%, -14%, -2%, ?, -10%, -9%, 5%
> CC(=O)N(/C=C1\SC(=S)N(c2ccccc2)C1=O)c1ccccc1
    -1%, -19%, -2%, -10, -2%, -9%, -2%
> CCSc1nc2sc3c(c2c(=O)[nH]1)CCCC3
    -16%, -20%, 1%, -16, ?, 2%, 5%
> COCCN(C(=O)COC(=O)/C=C/c1ccc(SC)cc1)c1c(N)n(Cc2ccccc2)c(=O)[nH]c1=O
    -1%[11.6 µM], /, /, -8, /, 2%, /
> Cc1ccc2[nH]c3c(=O)n(CCN4CCOCC4)cnc3c2c1
    0%, 2%, -9%, -4, -14%, -5%, 1%
> O=C(NNS(=O)(=O)c1ccc(Br)cc1)c1ccccc1-n1cccc1
    25%, -29%, -23%, -2, -13%, 10%, -2%
> Cc1cc(C(=O)CSc2nc3ccccc3c(=O)n2C)c(C)n1CC1CCCO1 (centres undefined)
    /, -18%[11.4 µM], ?, /, 8%, /, 0%
> COc1ccc(C(=O)Nc2cccc(S(=O)(=O)N(C)C)c2)cc1S(=O)(=O)N1CCOCC1
    12%, 33%, /, 1, /, 2%, /
> CCOC(=O)c1cnn2c(C(F)(F)F)cc(-c3cn(C)nc3C)nc12
    4%, 36%, 1%, 48, -3%, 0%, -2%
> CN1CCN(c2nc3ccccc3nc2NS(=O)(=O)c2ccc(Br)cc2)CC1
    -9%, 53%, /, 35, /, 2%, /
> O=C1C=C(NCCN2CCOCC2)C(=O)c2cnccc21
    /, -16%, -26%, /, -11%, /, -1%
> CSc1ccc(/C=C/C(=O)c2ccc(NC(=O)Cc3ccccc3)cc2)cc1
    -12%, -41%, 6%, -7, 3%, 3%, -3%
> C=CCOC(=O)c1ccc(-n2cnc(C)n2)nc1
    12%, -14%, /, -32, 4%, -1%, -6%
> O=C(Nc1ccc(C(=O)N2CCOCC2)cc1)c1ccccc1
    3%, /, /, -5, /, -16%, /
> CC(=O)n1cc([C@@H]2C=C(C(=O)O)O[C@H](OCc3ccc(CO)cc3)C2)c2ccccc21
    -5%, -13%, -34%, -1, -2%, -2%, 6%
> O=C(COC(=O)COc1ccccc1)NC12CC3CC(CC(C3)C1)C2
    10%, -13%, 2%, 0, -13%, 0%, /
> O=C(NCc1ccc(Cl)cc1Cl)C(=O)N1CCCCC1
    -5%, -4%, -11%, 30, 3%, -5%, 3%
> COc1cc(N2C(=O)CSC23C(=O)Nc2ccccc23)cc(OC)c1OC (centres undefined)
    -2%, 9%, 12%, 56, -12%, 0%, 1%
> COc1cccc(C(=O)Nc2cccc(OCc3cc(=O)n4cccc(C)c4n3)c2)c1
    /, /, -3%, -21, 7%, 9%, /
> COc1ccc(C)cc1S(=O)(=O)N(C)CC(=O)Nc1ccc2c(c1)OCCO2
    3%, -8%, 6%, -17, -19%, -1%, 0%
> Cc1cccc(/C=N/n2c(C3CCCCC3)n[nH]c2=S)c1
    78%[activator], -17%, -11%, /, -7%, ?, -6%
> COC(=O)c1ccc(C)c(NC(=O)Cc2ccc([N+](=O)[O-])cc2)c1
    /, -7%, -1%, -22, 4%, /, 3%
> O=C(c1ccc(-c2ccccc2)cc1)N1CCC(C(=O)N2CCCC2)CC1
    2%, 85%[activator], 3%, -25, -2%, -3%, -3%
> O=C(CSc1nc(O)cc(=O)n1-c1ccccc1)c1ccc(Br)cc1
    -1%, -59%, 4%, -34, 2%, 2%, 2%
> CC1CN(C(=O)COC(=O)c2ccc(F)cc2Cl)CC(C)O1 (centres undefined)
    -17%, 5%, -14%, -6, ?, 4%, 7%
> CN(C)c1ccc(/C=c2\sc3nc(-c4ccccc4)nn3c2=O)cc1
    /, -14%, 0%, /, -2%, /, 3%
> Cn1c(=O)c(C#N)c(-c2ccccc2)n2cnnc12
    28%, -20%, -21%, 30, ?, -12%, 5%
> CC(=O)NCCc1ccc(C(=O)COC(=O)c2cc(C)oc2C)cc1
    -17%, 32%, /, 3, /, -5%, /

High-throughput results: PubChem BioAssay, National Center for Advancing Translational Sciences (NCATS)
